High-throughput results (PubChem)
HTR2A ag: activates the mouse 5-HT2A serotonin receptor; P35363; CHO-K1 mHTR2A beta-arrestin complementation, luminescence; percent of 30 µM serotonin response; activation, % at 7.6 µM; 0.66% of 360,000 active; AID 624169;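 active means activation above a run cutoff, the mean activation of all tested compounds plus 3 SD, cut at about 14% in these data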;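 further: 0% = plate median of compound wells and 100% = 30 µM serotonin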
Glyco luc inh: blocks N-linked glycosylation in D54 reporter cells; D54 ERlucT glycosylation luciferase reporter, 24 h; percent of 100 nM tunicamycin response; reporter increase, % at 12.5 µM; 0.23% of 360,000 active;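 active means mean luciferase reporter signal, scaled so untreated is 0 and the glycosylation-blocking control 100, at or above a set limit in every replicate; inconclusive means mean reaches the limit but not every replicate does; inactive means mean below the limit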;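 further: luciferase carries N-glycosylation sites so blocking glycosylation raises the light; 0% = median of neutral control wells and 100% = median of 100 nM tunicamycin wells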
Vif imaging: inhibitors of HIV Vif. inhibition, % at 7.49 µM. 0.35% of 340,000 active. HEK293T cells, Vif self-association by quenched fluorescence, imaging, 24 h. AID 602346; in the data active means inhibition above about 50%, passing the limit was not always enough; inconclusive means no clear call, values can overlap the other calls; inactive means below about 31%; further: some results filed as inactive read as strong as hits
CaV13 ICDI inh: Primary screen for inhibitors of IQ motif and Ca2+-dependent inactivation inhibitor domain binding in CACNA1D, Förster resonance energy transfer in living cells, …; HEK cells, CFP/YFP FRET ICDI-IQ, plate reader, 10 min; percent FRET-ratio fall versus neutral wells; inhibition, % at 12.3 µM; 0.098% of 340,000 active;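 active means mean replicate inhibition of at least 30% and at least 1% of replicates passing that level; inconclusive means only one of the two criteria is met; inactive means neither criterion is met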;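 further: 0% = median of the neutral control wells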
MC4R antag cAMP: human MC4R antagonism in cAMP assay; P32245; MC4R-expressing cells, MTII-stimulated cAMP, LANCE TR-FRET; inhibition, % at 6.5 µM; 0.48% of 360,000 active; AID 540295;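 active means inhibition above its plate's cutoff, the mean of tested wells on that plate plus 3 SD, cut at about 29% in these data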;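 further: 0% = Melanotan II alone and 100% = Melanotan II plus saturating MCL0020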
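Assay system: human MC4R-expressing U2OS cells; reagent: Melanotan II stimulation of cells; dosing: 6.5 µM single dose; timing: compound 30 min, challenge 1 h, detection 1 h; signal: TR-FRET cAMP assay; replicates: one well per compound, no replicates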
PDI inh: PDI (human) enzyme inhibition | inhibition, % at 10 µM | 0.052% of 350,000 active | PDI insulin aggregation turbidity, A650, 90 min | P07237;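 active means mean inhibition across replicates of 30% or more, whatever share of single replicates reach that level; inconclusive means mean inhibition below 30% while every single replicate reaches 30%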;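 further: absorbance from insulin aggregation driven by PDI reduction with DTT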
Cardio protect: myocardial damage modulation in H9c2 cells. 0.63% of 360,000 active. AID 588492. protection from H2O2 cell death, % at 20 µM. H9c2 cardiomyocytes, H2O2 injury protection, ATPLite, 2 h;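 active means compounds giving at least 50% protection of heart cells from peroxide-induced death in the single-dose screen, raw or plate-pattern-corrected value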;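 further: 0% = DMSO wells with peroxide and 100% = DMSO wells without peroxide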
MC4R barr agon: agonists of human melanocortin 4 receptor (MC4R) beta-arrestin. P32245. U2OS MC4R beta-arrestin complementation, luminescence; percent of melanotan II response, DMSO zero. activation, % at 8.9 µM. 0.98% of 360,000 active;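 active means activation above a per-plate cutoff, the mean activation of sample wells on that plate plus 3 SD, cut at about 8% in these data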
aDG glyco act: increases alpha dystroglycan glycosylation | activation, % at 10 µM | Pro5-aDG cells, alpha-DG glycosylation AlphaScreen (IIH6); 0% Pro5, 100% B10-LARGE cell signal | 0.22% of 360,000 active | AID 624168;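 active means activation of at least 8% versus controls, or a plate z-score of at least 8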;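 further: Pro5 are CHO cells carrying HIG-tagged alpha-DG that lacks glycosylation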
ABCB6 inh 2: blocks the human ABCB6 transporter. Q9NP58. K562-ABCB6 porphyrin accumulation, flow cytometry, 1 h; stronger effect = lower value. fluorescence ratio to DMSO, % at 10 µM. 0.19% of 360,000 active. AID 602162;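 active means fluorescence ratio to DMSO below 75%, the collection mean minus 3 SD; inconclusive means too few cells collected in the well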;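 further: signal is porphyrin accumulated inside mitochondria; 100% equals median channel fluorescence of DMSO control wells; lower ratio means ABCB6 inhibition with less porphyrin fluorescence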
Target sequence (Q9NP58 whole entry, looked up): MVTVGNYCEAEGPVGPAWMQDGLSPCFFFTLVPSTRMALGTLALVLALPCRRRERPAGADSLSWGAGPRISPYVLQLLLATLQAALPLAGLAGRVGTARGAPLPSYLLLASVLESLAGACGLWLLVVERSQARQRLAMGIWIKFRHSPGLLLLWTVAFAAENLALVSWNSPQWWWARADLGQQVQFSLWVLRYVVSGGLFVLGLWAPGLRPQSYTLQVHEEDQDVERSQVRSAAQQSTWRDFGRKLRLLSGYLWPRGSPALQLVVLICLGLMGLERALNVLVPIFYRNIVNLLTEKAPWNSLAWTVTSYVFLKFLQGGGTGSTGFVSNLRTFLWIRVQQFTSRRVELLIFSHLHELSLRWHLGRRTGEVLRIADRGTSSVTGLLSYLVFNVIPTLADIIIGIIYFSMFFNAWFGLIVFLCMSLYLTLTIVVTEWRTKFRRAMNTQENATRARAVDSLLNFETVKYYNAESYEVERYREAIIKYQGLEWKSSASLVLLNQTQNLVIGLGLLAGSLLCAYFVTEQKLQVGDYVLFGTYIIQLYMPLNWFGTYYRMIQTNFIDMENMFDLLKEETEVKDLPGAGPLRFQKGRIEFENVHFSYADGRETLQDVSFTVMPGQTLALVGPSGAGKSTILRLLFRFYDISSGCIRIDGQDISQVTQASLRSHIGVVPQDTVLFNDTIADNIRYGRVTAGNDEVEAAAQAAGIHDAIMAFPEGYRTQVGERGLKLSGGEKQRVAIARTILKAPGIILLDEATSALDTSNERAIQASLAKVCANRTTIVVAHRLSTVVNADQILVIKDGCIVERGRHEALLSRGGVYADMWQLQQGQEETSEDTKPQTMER
Numbers without * were called inactive; ? = inconclusive; . = no result given.

SMILES	HTR2A ag	Glyco luc inh	Vif imaging	CaV13 ICDI inh	MC4R antag cAMP	PDI inh	Cardio protect	MC4R barr agon	aDG glyco act	ABCB6 inh 2
COc1ccc(NS(=O)(=O)c2cccc(C(=O)N3CCCCCC3)c2)cc1	10	0	-1	-5	17	4	-3	-1.7	0.7	96
CC(C)c1nccn1S(=O)(=O)c1cc(Cl)ccc1Cl	2	0	0	.	2	11	12	-2.0	-0.2	103
CN(CC(=O)Nc1ccc(C(N)=O)cc1)CC(=O)Nc1ccccc1Br	4	0	-6	-3	5	-3	-2	5.6	0.0	95
CCOc1ccc(-c2cnc3n2CCCCC3)cc1	-3	-3	-2	-5	5	4	4	-1.7	0.0	99
NNC(=O)c1cnn(Cc2ccccc2)c1N	-4	1	6	.	16	-5	-4	0.2	0.1	118
O=C1C(Cc2ccccc2)Nc2ncnc(N3CCc4ccccc4C3)c2N1Cc1ccc(Cl)cc1 (configuration not stated)	-1	1	0	.	2	-6	7	-0.8	1.1	94
CCC(=O)Nc1c(C#N)c2nc3ccccc3nc2n1-c1ccc(C)cc1	-5	-3	0	-3	9	14	-7	-0.4	0.1	101
O=C(Nc1cc(C(F)(F)F)ccc1Cl)C(=O)N1CCCCC1	-4	0	-1	-5	1	1	-4	0.6	0.0	100
CN(CCOc1ccc(Cl)cc1)C(=O)c1ccccc1SCC(=O)N1CCCC1	4	-2	7	-5	1	-1	-6	0.4	1.1	93
COc1cc(-c2cc[n+](C)cc2)ccc1O	1	0	2	-4	-2	-1	5	-1.1	0.2	94
CN(C)S(=O)(=O)c1ccc(NC(=O)COc2cccc3c2OC(C)(C)C3)cc1	4	-2	3	-3	21	-8	6	-1.7	-0.5	96
Cn1cccc1Cc1nnc(SCC(=O)Nc2ccc(F)cc2F)n1-c1ccc(F)cc1	-2	0	4	-4	17	.	-3	-0.8	0.2	103
Cc1ccc(SCC(=O)Nc2cccc(-c3nnc(-c4ccco4)o3)c2)cc1	5	0	3	-5	6	8	-26	-0.1	0.0	100
N#CC1C(=O)Nc2cccnc21 (configuration not stated)	-3	3	-2	-7	-7	-82	10	-0.8	0.0	101
CCCc1cc(C(=O)OCC(=O)NCCc2ccccc2)sc1C	-3	4	-5	8	-2	5	-10	-1.4	-0.4	78
CC(=O)N(C)c1nc(-c2ccc(Cl)cc2)cs1	1	-3	-1	.	2	3	-6	-2.2	0.0	96
Cc1ccc(CCN2CC(C(=O)NC3CCC(C)CC3)CC2=O)cc1 (configuration not stated)	-2	-1	0	-4	-3	7	1	-0.3	-0.1	101
CC(=O)NC1=NN(C(C)=O)C(C)(CS(=O)(=O)c2ccc(C)c(C)c2)S1 (configuration not stated)	-4	-1	-4	-8	0	5	2	-1.5	-0.2	102
O=C(NCc1ccco1)c1cc(S(=O)(=O)N2CCOCC2)ccc1Cl	-3	0	-7	-3	-1	-5	9	-1.8	0.0	95
Cc1cc2nc(C3CCN(CC4COc5ccccc5O4)CC3)[nH]c2cc1C (configuration not stated)	2	-1	0	.	9	-2	2	1.4	3.5	102
NC(=O)NCCC1=CCCCC1	1	1	2	.	4	-9	0	-0.5	-0.1	96
O=C(NCc1ccccc1)c1ccc(COCC(F)(F)F)o1	-1	1	-2	-6	6	4	4	-0.7	0.0	101
COc1ccc([N+](=O)[O-])cc1N(CC(=O)N1CCCCC1)S(C)(=O)=O	1	3	14	2	14	-4	-3	0.0	0.0	96
COc1ccc(-c2cc(C(=O)N3CCN(c4ccccc4)CC3)no2)cc1	4	3	-7	-3	16	-7	-3	1.2	0.0	99
COCCn1c(C)cc(/C=N/NC(=O)c2cccnc2)c1C	4	1	12	1	-5	0	0	-2.3	-0.2	97
(further entries)
SMILES	HTR2A ag	Glyco luc inh	Vif imaging	CaV13 ICDI inh	MC4R antag cAMP	PDI inh	Cardio protect	MC4R barr agon	aDG glyco act	ABCB6 inh 2
COCCCn1c(=N)c(C(=O)NC2CCCCC2)cc2c(=O)n3ccccc3nc21	10	1	.	43*	8	-5	2	-1.2	1.2	98
O=S(=O)(Cc1ccccc1Cl)N1CCCC1	9	0	8	2	6	-2	-4	3.7	-0.4	96
COc1ccccc1N1CCN(S(=O)(=O)c2cnc[nH]2)CC1	-5	2	26	-3	1	.	2	-0.6	-0.2	?
COc1cc(Cl)c(C)cc1NC(=O)COc1cc(C)nc(C(C)C)n1	-3	5	-22	-5	-4	-3	7	-1.2	-0.1	106
Cc1cc(C)n2c(SCC(O)=C(C#N)c3nc4ccccc4[nH]3)nnc2n1	6	2	-3	-5	0	18	10	-1.2	0.0	104
Cc1cc(C(=O)COC(=O)c2nc3nccc(C)n3n2)c(C)n1CC1CCCO1 (configuration not stated)	0	2	-3	-5	21	0	-2	-0.8	0.2	101
CSc1nnc(-c2cc3c(s2)-c2ccccc2CC3)o1	-2	-8	0	0	5	3	-20	0.5	-0.4	97
CN(CC(=O)Nc1cccc(F)c1)C(=O)c1cccc2ccccc12	10	3	-7	-2	8	-1	-2	-3.2	0.1	98
COc1ccc(/C=N/n2c(C)nc3sc(C)c(C)c3c2=O)cc1OC	-1	1	3	-4	-2	4	-6	-4.9	0.0	97
COc1ccc(CCN(C)CCC(=O)Nc2cc(C)ccc2C)cc1OC	-8	1	.	-4	-1	-54	1	-1.0	0.4	182
CC(=O)Oc1ccc2cc(-c3ccccc3)c(=O)oc2c1	-4	3	-1	-1	5	-12	-3	3.7	0.1	95
Cc1ccc(Cn2nc(-c3ccccc3)nc2-c2ccccc2)cc1	-3	-2	2	-5	1	2	-2	0.0	0.5	99
O=[N+]([O-])c1cccc(CSc2nnc3ccccn23)c1	-2	0	0	-6	-3	-2	1	-0.1	0.1	98
COc1ccc(C(=O)NC(=S)Nc2ccccc2N2CCOCC2)cc1Br	-2	-2	0	-3	0	-43	10	-2.2	-0.2	104
Cc1ccc(OC(=O)CN2C(=O)c3ccccc3C2=O)cc1C	1	5	-1	-16	21	-6	-10	-0.8	0.0	101
COc1ccc(C)cc1NC(=O)CSc1nc2scc(C)c2c(=O)[nH]1	1	2	5	.	1	8	-6	-2.6	-0.2	102
Cc1ccc(C(=O)N2N=C(c3ccc(Br)cc3)CC2c2ccccc2O)cc1 (configuration not stated)	2	-9	-2	-2	13	9	-16	2.6	-0.2	102
COc1cc(CN2CCCC(CO)(Cc3ccccc3F)C2)ccc1O (configuration not stated)	-5	2	0	-19	2	11	5	-1.3	0.5	100
Cc1cc2c(cc1C)/C(=C\C(N)=O)NC(C)(C)C2	-2	0	.	.	-7	5	6	-1.8	-0.3	126
Cc1ccc(S(=O)(=O)NC(C)C(c2cccs2)N2CCOCC2)cc1 (configuration not stated)	-7	-1	0	-2	2	.	-1	-0.5	0.1	93
CCCCOC(=O)CNc1n[nH]c(=S)[nH]c1=O	0	2	-2	-9	21	9	1	-0.4	0.0	100
Cc1ccc(Cl)cc1N1CCN(C(=O)C2CCC(=O)N(C3CCCCCC3)C2)CC1 (configuration not stated)	3	-1	-3	.	2	-3	-20	1.5	4.4	94
CCC(=O)Nc1cccc(NC(=O)c2ccc(C)c([N+](=O)[O-])c2)c1	1	0	7	-3	5	8	4	-0.8	0.3	96
CCOC(=O)C1=CC[C@@H](c2ccccc2)N(S(=O)(=O)c2ccc(C)cc2)[C@H]1c1ccc(C#N)cc1	0	-7	.	-6	.	.	2	.	0.1	95
COc1ccc(NS(=O)(=O)c2cc(NC(=O)c3cncc(Br)c3)ccc2OC)cc1	-2	-7	0	-6	9	14	12	-1.9	0.1	102
Carrying on:
SMILES	HTR2A ag	Glyco luc inh	Vif imaging	CaV13 ICDI inh	MC4R antag cAMP	PDI inh	Cardio protect	MC4R barr agon	aDG glyco act	ABCB6 inh 2
O=C(N/N=C/c1cc(Br)c(Br)o1)c1cc2ccccc2o1	-7	2	-4	-6	6	10	-6	7.7	-0.2	95
N#Cc1c(-c2ccccc2)c(-c2ccccc2)nn(CC(=O)NNC(=O)Nc2ccc(Cl)c(Cl)c2)c1=O	-2	4	-8	.	-12	-16	-13	-3.3	-0.2	134
COc1cc(O)c(C(C)=O)c2c1C=CC(C)(C)O2	1	-3	-2	.	6	.	-2	2.3	1.2	97
C/C(=N/NC(=O)CNC(=O)c1ccncc1)c1ccc(Cl)cc1	-1	-1	10	-5	20	-7	-1	2.0	0.0	97
CCc1ccc2[nH]c(=O)c(CN(CCO)C(=O)NCc3ccccc3)cc2c1	-1	-1	-8	.	4	9	1	1.1	0.1	103
Cc1c(NC(=O)c2ccc3c(c2)C(=O)N(CC2CCCO2)C3=O)cccc1C(=O)O (configuration not stated)	3	2	-3	.	6	2	-15	-0.7	-0.1	99
CCSc1nnc(C)c(=O)n1COC(=O)c1ccc(S(=O)(=O)N2CCCC2)cc1	7	-2	.	-4	4	6	16	-3.4	-0.1	101
C/C(=N\Nc1nc(C(C)(C)C)cs1)c1ccccc1	2	-13	-2	-4	-1	-3	-6	-0.7	0.1	98
O=C(CSCC(=O)c1ccc([N+](=O)[O-])cc1)c1ccc([N+](=O)[O-])cc1	-2	-1	3	.	.	.	-3	.	0.0	97
Cc1cc(-c2nnc(SCC(=O)Nc3cccc(C)c3C)n2N)n[nH]1	-1	1	27	-14	8	4	-6	-2.4	-0.3	97
COc1ccc(CCNC(=S)Nc2ccc(OC)cc2)cc1	-3	-3	1	-4	1	-4	-3	-1.5	-0.2	105
Clc1cccc(CNc2ccn3nc(-c4ccccc4Cl)cc3n2)c1	-3	2	-12	-5	2	5	-9	-0.5	0.2	98
O=C(O)CCc1ccc(S(=O)(=O)Nc2cc(C(F)(F)F)ccc2N2CCCC2)cc1	5	0	-3	-4	9	7	-3	-2.2	1.3	88
O=C(NCC(O)c1ccc([N+](=O)[O-])cc1)c1cccc(S(=O)(=O)N2CCCC2)c1 (configuration not stated)	4	1	-1	-3	1	1	0	-2.8	0.3	102
CC(C)CC(=O)Nc1ccccc1N1CCOCC1	0	0	9	-2	2	9	6	-0.2	0.2	154
O=C(CN1C(=O)c2ccc([N+](=O)[O-])cc2C1=O)Nc1cc(S(=O)(=O)N2CCOCC2)ccc1Cl	-18	1	7	-7	13	2	-4	-0.8	-0.4	99
Nc1c(C(=O)N2CCCC2)sc2nc(-c3ccccc3)ccc12	-1	-3	-10	-13	-5	-6	10	-1.2	0.5	95
Cc1ccc(-c2nc3ccccc3o2)cc1NC(=S)NC(=O)/C=C/c1ccco1	-1	21	5	-5	-7	2	32	0.8	-0.1	88
CC(C)NC(=O)C1CCN(C2CCN(CC3CC=CCC3)CC2)CC1 (configuration not stated)	0	0	1	2	16	11	4	0.1	-0.2	103
CCCNC(=O)C1(C)CCN(C(=O)c2cccc(C#N)c2)C1 (configuration not stated)	2	2	8	-6	16	-4	0	-0.4	0.0	104
Cc1cccc(Cn2c(N3CCN(c4ccccc4)CC3)nc3c2c(=O)n(C)c(=O)n3C)c1	.	-4	-3	-6	.	1	5	.	0.4	95
